# Myeloid diff 2 = promotes myeloid progenitor differentiation. ER-HoxA9 myeloid progenitors, lysozyme-GFP differentiation, flow cytometry. calls only at 10 µM. actives 1% (n = 360,000). AID 624256;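 active means normalized GFP-positive differentiation at or above the plate's own cutoff, the solvent-only control mean plus 3 SD; inconclusive means no clear call, values can overlap the other calls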;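 further: cells exposed to compound for four days before flow analysis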
# KOR beta-arrestin-1 = kappa opioid receptor activators – cell-based, luminescence, uHTS, primary screen (AID 1777); KOR beta-arrestin recruitment, luminescence; higher % means a stronger effect; one-dose activation, % at 10 µM; EC50 in µM for titrated hits; actives 0.02% (n = 280,000); in the data active means activation above about 50%, passing the limit was not always enough; further: a part of the inactive calls stands beside numbers as strong as those of hits
# T cell HTS = T cell immune modulators affecting CD8 T cell-vesicle binding; 2C CD8+ T cell-vesicle binding, flow cytometry; hits give low values; calls only at 7 µM; actives 0.068% (n = 330,000); AID 2052;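 active means response, share of CD8 T cells binding vesicles, and their 90th percentile fluorescence all below set limits, cut at about 80% in these data, passing the limit was not always enough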
#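 Read-out – percent CD8+ FL2 mean versus row control · System – murine 2C transgenic CD8+ T lymphocytes · Times – 1.5 h cell–vesicle binding at 37 °C, then 20 min icy labelling · Control set – naked vesicles low, QL9 vesicles with vehicle high · Detection – cytometric PE anti-B7-1 and Alexa647 anti-CD8 signals after 1% paraformaldehyde fixation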
# KOR beta-arrestin-2 = kappa opioid receptor blockers – cell-based, luminescence, uHTS (AID 1778). KOR beta-arrestin recruitment, luminescence, antagonist mode; higher % means a stronger effect. inhibition, % at 10 µM, or IC50 in µM where a hit was titrated. actives 0.091% (n = 290,000); further: strong numbers were not always called active
# NOD1 inhibition = inhibition of NOD1-driven NF-kB reporter – cell-based, luminescence, uHTS, primary screen (AID 1578) | NOD1-driven NF-kB luciferase reporter cells, luminescence; higher % means a stronger effect | actives 1% (n = 290,000) | inhibition, % at 4 µM; hits with a dose series show EC50 in µM; in the data active means inhibition mostly above about 36%, no sharp cut-off; inactive means mostly below about 34%;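 further: HEK-293T reporter cells stimulated with the NOD1 agonist gamma-tri-DAP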
# GPR55 antagonists = inhibition of LPI-stimulated GPR55 beta-arrestin translocation – imaging, U2OS, beta-arrestin-GFP, LPI agonist, primary screen (AID 2013). U2OS GPR55 beta-arrestin-GFP translocation imaging, LPI antagonism; higher % means a stronger effect. one-dose inhibition, % at 10 µM; IC50 in µM for titrated hits. actives 0.13% (n = 290,000);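 active means spots per cell inhibited over 60%, with over 100 cells counted and total cytoplasm intensity under 500,000; inconclusive means wells with under 100 cells, flagged as likely toxic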;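 further: U2OS cells stably carrying GPR55 and arrestin-GFP stimulated by 5 µM LPI near EC80; imaged beta-arrestin-GFP aggregate spots per cell after agonist stimulation; plate controls were LPI-stimulated DMSO wells for no effect and DMSO wells without LPI for full effect; some results filed as inactive read as strong as hits; confirmed hits need IC50 under 10 µM and bright autofluorescent wells are also inconclusive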
# NOD2 inhibition = inhibition of NOD2-driven NF-kB reporter – cell-based, luminescence, uHTS, HEK293 (AID 1566); HEK293 NOD2/NF-kB luciferase reporter, luminescence; higher % means a stronger effect; one-dose inhibition, % at 4 µM; EC50 in µM for titrated hits; actives 0.63% (n = 290,000); further: many of its hits are not listed in these tables
# GPR55 beta-arrestin = selective activators of receptor GPR55 – imaging, U2OS cells, beta-arrestin-GFP redistribution, primary screen (AID 1961) | U2OS GPR55 beta-arrestin-GFP redistribution imaging; higher % means a stronger effect | activation, % at 10 µM; hits with a dose series show EC50 in µM | actives 0.048% (n = 290,000);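 active means activation above 40% with more than 50 cells counted in the well; inconclusive means wells holding fewer than 50 cells, flagged as toxic or sparse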;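 further: U2OS osteosarcoma cells stably expressing GPR55 and beta-arrestin-GFP; plate controls were DMSO negative control for no effect and LPI positive control for full effect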
# NTR1 ag = agonists of NTR1, primary screen, imaging, U2OS cells, beta-arrestin-GFP, high content (AID 493036) | P30989 | NTR1-U2OS beta-arrestin-GFP spot imaging, agonist mode | activation, % at 20 µM | actives 0.17% (n = 330,000);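 active means activation at or above 40% of the spot to cytoplasm intensity ratio, with at least 20 cells analyzed; inconclusive means wells under 20 cells, flagged as cytotoxic or low count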;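 further: 0% = DMSO without peptide and 100% = 100 nM NTR1 peptide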
# Target sequence (P30989 whole entry, looked up): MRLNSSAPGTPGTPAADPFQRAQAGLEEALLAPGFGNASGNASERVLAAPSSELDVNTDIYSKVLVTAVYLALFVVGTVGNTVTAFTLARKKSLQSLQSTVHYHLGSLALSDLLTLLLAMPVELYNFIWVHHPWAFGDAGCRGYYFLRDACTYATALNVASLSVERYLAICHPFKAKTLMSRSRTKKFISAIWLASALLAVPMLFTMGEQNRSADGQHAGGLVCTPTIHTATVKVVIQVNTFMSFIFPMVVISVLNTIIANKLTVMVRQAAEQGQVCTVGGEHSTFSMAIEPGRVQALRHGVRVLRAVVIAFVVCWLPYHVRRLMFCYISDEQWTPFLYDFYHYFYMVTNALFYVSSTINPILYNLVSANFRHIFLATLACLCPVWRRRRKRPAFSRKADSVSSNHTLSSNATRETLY
# T cell HTS vesicle-bound % = also measured in T cell HTS; calls as there; double positive events, %; measured here: CD8+ vesicle-bound cell fraction;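 binding gate set so that unloaded-vesicle control wells show 10% double positive cells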
# NTR1 ag cell count 20 µM = recorded beside NTR1 ag, whose call it bears; cell count; measured here: cell count, cytotoxicity flag
# Myeloid diff 2 GFP+ MAC1+ % = second read-out of Myeloid diff 2, no call of its own (marks repeat the call); GFP+ MAC1+ double positive, %; measured here: differentiation confirmed by MAC1 staining
# * = called active by the depositor; i = inactive; ? = inconclusive; / = not tested or not shown; [ ] = another dose, or the depositor's remark. Unless noted, no stated cut-off is given here; in the data, active means inhibition above about 50%; inactive means the rest. The list is partial; the hit share may differ from the screen's.
SMILES,Myeloid diff 2,Myeloid diff 2 GFP+ MAC1+ %,KOR beta-arrestin-1,T cell HTS,T cell HTS vesicle-bound %,KOR beta-arrestin-2,NOD1 inhibition,GPR55 antagonists,NOD2 inhibition,GPR55 beta-arrestin,NTR1 ag,NTR1 ag cell count 20 µM
CN(C)S(=O)(=O)c1cccc(NC(=O)c2ccc(OC(F)(F)F)cc2)c1,i,2.1,10%,i,12,-16%,-3%,2%,24%,-0.3%,3.7,57
O=C(Nc1ccc(O)c(C(=O)O)c1)c1ccc2c(c1)C(=O)N(CC1CCCO1)C2=O (configuration not stated),i,4.9,-0.4%,i,37,24%,-14%,9%,3%,0.2%,0.9,48
Cc1cccc(NC(=S)N(Cc2ccc(Cl)cc2)Cc2ccc(C(=O)O)cc2)c1,i,0.6,6.9%,i,35,-18%,-12%,11%,6%,-0.6%,-0.2,54
CCCS(=O)(=O)N1CCCC(C(=O)NCCc2ccc(Cl)cc2)C1 (configuration not stated),i,0.5,4.7%,i,19,-24%,-1%,3%,3%,0.0%,4.1,39
O=C(CCc1nnc2n(Cc3ccc(Cl)cc3)c(=O)c3ccccc3n12)NCCCN1CCOCC1,?,/,3.7%,i,6,7%,-23%,4%,15%,-0.1%,-1.1,64
O=C1N/C(=C\c2ccsc2)C(=O)N1Cc1ccc(F)cc1,i,0.8,-1.4%,i,23,21%,-4%,-1%,12%,-0.2%,-0.3,52
Cc1ccc(C(=O)OCC(=O)Nc2cccc(Cl)c2C)c(O)c1,i,0.7,-3.2%,i,60,10%,-12%,11%,-5%,-0.2%,1.1,72
CC(CCc1ccccc1)NC(=O)CSc1ccccn1 (configuration not stated),i,0.7,-4.3%,i,41,6%,2%,10%,10%,-0.3%,2.3,54
Cc1ccc(CSC2=Nc3ccccc3C3=NC(CCC(=O)NCc4ccco4)C(=O)N23)cc1 (configuration not stated),i,0.8,3.0%,i,38,5%,-60%,-7%,-19%,-0.1%,3.6,78
CC(C)C1C(c2ccccc2)NC(c2ccccc2)CC1(O)c1ccc(F)cc1 (configuration not stated),i,0.5,6.0%,i,20,-3%,-10%,34%,-8%,-0.1%,5.4,50
Cc1cc(C)n(C(=O)c2c([N+](=O)[O-])c(C)nn2C)n1,i,0.7,8.5%,i,58,8%,-35%,6%,14%,0.2%,-2.1,94
COc1ccc(S(=O)(=O)NCc2cccs2)cc1,i,2.1,-3.9%,i,44,-17%,4%,1%,-1%,-0.1%,1.6,80
CCC(=O)c1cn(CC(=O)OC)c2ccccc12,i,1.2,1.6%,i,58,-7%,-8%,4%,4%,0.0%,1.2,47
COc1ccccc1NC(=O)C1=C(C)Nc2nnnn2C1c1cccc(C)c1 (configuration not stated),i,2.0,3.7%,i,41,-21%,0%,3%,-11%,-0.1%,1.2,83
Cc1ccc(C2=NNC(=O)C(c3ccc(Cl)cc3)C2)cc1 (configuration not stated),i,0.4,0.5%,i,41,-19%,-12%,4%,2%,0.0%,2.3,46
S=c1nc(-c2ccco2)[nH][nH]1,i,1.1,-2.6%,i,11,8%,8%,6%,11%,-0.1%,1.5,33
COC(=O)CSc1nc2ccc(NC(=O)c3ccccc3C(=O)N3CCOCC3)cc2s1,i,0.3,-5.7%,i,42,3%,13%,6%,5%,1.1%,7.1,40
O=C(CCN1C(=O)c2ccccc2C1=O)Oc1ccc2ccccc2c1,i,0.5,0.9%,i,31,3%,20%,-1%,1%,-0.1%,-0.9,87
O=C(CSc1nnc(-c2ccco2)n1Cc1ccccc1)OC1CCCCC1,i,1.1,3.1%,i,15,-19%,/,8%,-114%,-0.1%,0.1,65
COc1cccc(CNC(=O)CCC(=O)n2ncc3cc(C)ccc32)c1OC,i,4.7,-1.4%,i,42,-19%[20 µM],-8%,15%,6%,0.4%,-1.3,69
CCOP(=O)(OCC)C(Nc1ccccc1)c1ccco1 (configuration not stated),i,0.2,-0.7%,i,41,6%,-4%,9%,2%,-0.4%,-1.0,42
O=C(CSc1nc2ccsc2c(=O)n1NC(=O)c1ccccc1)NCc1ccco1,i,10,-0.5%,i,1,-3%,-6%,16%,-14%,0.0%,0.5,35
COc1ccccc1CNC(=O)c1cccc2c1C(=O)N(Cc1cccnc1)C2,i,0.5,-0.3%,i,53,-7%,-15%,8%,5%,0.3%,0.5,61
O=C(Nc1ccc(-n2ccc(C(F)(F)F)n2)cc1)Nc1cccc(Cl)c1,?,/,-1.1%,i,54,1%,-6%,6%,-54%,-0.2%,15,44

# 3 compounds from above with just GPR55 beta-arrestin and KOR beta-arrestin-1.
molecule,GPR55 beta-arrestin,KOR beta-arrestin-1
CCOP(=O)(OCC)C(Nc1ccccc1)c1ccco1 (configuration not stated),-0.4%,-0.7%
O=C(CSc1nc2ccsc2c(=O)n1NC(=O)c1ccccc1)NCc1ccco1,0.0%,-0.5%
COc1ccccc1CNC(=O)c1cccc2c1C(=O)N(Cc1cccnc1)C2,0.3%,-0.3%

# Following part
SMILES,Myeloid diff 2,Myeloid diff 2 GFP+ MAC1+ %,KOR beta-arrestin-1,T cell HTS,T cell HTS vesicle-bound %,KOR beta-arrestin-2,NOD1 inhibition,GPR55 antagonists,NOD2 inhibition,GPR55 beta-arrestin,NTR1 ag,NTR1 ag cell count 20 µM
C#CCOCCOCCOCCNc1nc(N2CCN(C(=O)[C@H](CCC(=O)O)n3cc(C(N)CC(C)C)nn3)CC2)nc(N2CCN(C(=O)[C@H](CCC(=O)O)n3cc(C(N)[C@H](C)CC)nn3)CC2)n1 (some centres not stated),i,0.9,15%,i,28,-15%,-32%,2%,0%,0.1%,4.4,80
CCOc1cc(C2CC(=O)NC(SCC)=C2C#N)ccc1O (configuration not stated),i,2.2,-10%,i,34,23%,-1%,6%,0%,-0.2%,0.8,86
CCn1c(NC(=O)C(C)C)c2ccccc2nc1=O,i,0.1,-3.1%,i,38,-20%,-44%,-8%,14%,0.5%,0.1,42
NS(=O)(=O)c1ccc(CCNC(=O)C(c2ccccc2)c2ccccc2)cc1,i,2.2,-3.4%,i,9,-19%,-28%,1%,1%,-0.1%,-0.1,45
O=C(O)CSc1nnc(-c2ccc(Cl)cc2)n1-c1ccccc1,i,0.7,-1.0%,i,22,-5%,-23%,9%,10%,-0.1%,-0.4,52
O=C(CN1N=C(c2ccccc2)CCC1=O)NCc1cccs1,i,0.7,-2.2%,i,4,-7%,-26%,-7%,-6%,-0.6%,0.2,58
O=C(COc1ccc2c(C(F)(F)F)cc(=O)oc2c1)NCc1cccs1,i,0.6,0.8%,i,46,-40%,-22%,2%,-1%,-0.1%,0.6,60
c1ccc(CCN2CCN(c3ncnc4c3cnn4-c3ccccc3)CC2)cc1,i,0.4,-0.4%,i,50,22%,0%,4%,-1%,0.5%,6.0,77
CCN1C(=O)c2ccccc2S(=O)(=O)c2ccc(C(=O)NCCCN(CC(C)C)CC(C)C)cc21,i,0.3,-5.5%,i,35,34%,-3%,6%,-3%,0.5%,2.5,60
O=C1CCC(C(=O)Nc2cccc3ccccc23)N1 (configuration not stated),i,1.0,-3.4%,i,59,-37%,8%,8%,1%,-0.1%,-0.5,40
COc1ccc(OC)c(NC(=O)C2CCN(C(=O)C3CC(=O)N(c4ccc(C)cc4)C3)CC2)c1 (configuration not stated),i,0.6,-3.5%,i,20,17%,4%,-19%,13%,-0.2%,-0.3,54
CC1Cc2cc(S(=O)(=O)NCCC(=O)N(C)Cc3ccccc3)ccc2N1C(=O)C1CC1 (configuration not stated),i,2.1,-1.3%,i,11,-13%,-18%,9%,19%,0.2%,-0.5,51
CC(SC1CCCC1)C(=O)NC(C)(C#N)C(C)C (configuration not stated),i,1.0,-2.6%,i,37,12%,22%,1%,18%,0.3%,0.3,78
COC(=O)c1cc(OC)c(OC)cc1NC(=O)Nc1ccc(OC)cc1OC,i,7.2,1.7%,i,26,-38%,-26%,-2%,-31%,-0.1%,1.5,76
Cc1ccc(N=C2NC(=O)/C(=C\c3ccc(C)s3)S2)cc1,i,0.4,-6.1%,i,43,-41%,3%,16%,-13%,0.3%,5.2,43
CN1CCN(S(=O)(=O)c2ccc(-c3ccccc3)cc2)CC1,i,12,-0.9%,i,22,10%,-22%,2%,6%,0.2%,1.5,43
COc1cc2c(cc1OC)C(C)N(S(=O)(=O)c1cnc(Cl)c(Cl)c1)CC2 (configuration not stated),i,0.7,3.0%,i,34,-12%,14%,1%,21%,2.9%,4.5,54
COc1cccc(NC(=O)c2oc3ccccc3c2NC(=O)c2ccc3c(c2)OCO3)c1,?,/,3.0%,i,8,-22%,26%,32%,-9%,0.2%,2.6,71
COCC1CCCN(C(=O)c2ccc3oc(CCCc4ccccc4)nc3c2)C1 (configuration not stated),i,0.5,-2.7%,i,58,14%,-18%,-7%,6%,0.0%,-0.6,76
Cc1ccc2c(c1)N(CC(=O)N1CCN(c3nc4ccccc4s3)CC1)C(=O)C(C)O2 (configuration not stated),i,6.8,-4.3%,i,41,-2%,-19%,8%,-32%,-0.1%,2.4,58
CCc1cc2c(COC(=O)c3cccc(S(C)(=O)=O)c3)cc(=O)oc2cc1O,/,/,6.7%,i,35,-41%,-15%,-6%,12%,-0.1%,4.1,33
Cc1ccccc1C(=O)c1cccn1CC(=O)NCc1cccc(Cl)c1,i,0.6,2.9%,i,55,-13%,-7%,6%,-7%,0.1%,1.6,55
Fc1cccc(Cl)c1-c1nnc2ccc(C(F)(F)F)cn12,i,0.3,/,i,37,26%[20 µM],-19%,7%,4%,-0.1%,-1.0,41
CCn1c(CNc2ccc(F)cc2)nnc1SCCN1CCCCC1,i,0.4,2.7%,i,53,9%,2%,-8%,16%,-0.1%,-1.5,69
CCOc1ccc(/C=C(/NC(=O)c2ccccc2)C(=O)NCCC(=O)O)cc1,i,0.2,0.9%,i,36,-20%,-28%,1%,7%,0.3%,-0.8,90
C=CCc1c(C)nc(N)[nH]c1=O,i,6.3,2.4%,i,33,-37%,-14%,2%,4%,-0.1%,-1.5,52
